Redox H2O2 prof: compounds producing H2O2 with reducing agent – biochemical, NIH compound library profiling, artefact control for MLSCN library redox annotation, primary screen. activation, % at 10 µM. 200,000 compounds, 0.03% hits. DTT-dependent redox cycling H2O2, phenol red/HRP absorbance; 100% = 100 µM peroxide control, 0% = buffer;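 active means activation of at least 50% relative to the plate's high and low controls in the primary single-dose screen; inactive means activation below 50%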;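 further: compound incubated with DTT at 0.8 mM final as the reducing agent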
TLR4 MyD88 comp: blocks binding of human TLR4 to MyD88. HeLa CL3-4 TLR4/MyD88 BLA complementation, FRET ratio. O00206+Q99836. 200,000 compounds, 0.18% hits. inhibition, % at 8.4 µM; in the data active means inhibition above about 25%;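 further: 0% = vehicle and 100% = reference inhibitor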
bIAP inh: intestinal alkaline phosphatase (bovine) inhibition; 190,000 tested, under 10 active; purified bovine IAP, CDP-star luminescence, 30 min; inhibition, % at 20 µM;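 active means over 50% inhibition of intestinal alkaline phosphatase at 20 µM in the single-dose screen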
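System: Purified bovine intestinal alkaline phosphatase (IAP) enzyme | Input: IAP diluted 1/65,000,000 in the well | Also added: CDP-star chemiluminescent phosphatase substrate, 30 µM final | Dosing: 20 µM single dose | Times: Enzyme reaction for 30 min at room temperature | Detection: Luminescence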
PPARg SRC2 recr: PPARgamma-driven SRC-2 recruitment agonism; 200,000 compounds, 0.34% hits; P37231; activation, % at 8 µM; PPARgamma LBD-SRC-2 recruitment, biochemical; in the data active means activation above about 22%;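 further: 0% = vehicle and 100% = reference agonist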
Target sequence (P37231 whole entry, looked up, the tested form may be a part): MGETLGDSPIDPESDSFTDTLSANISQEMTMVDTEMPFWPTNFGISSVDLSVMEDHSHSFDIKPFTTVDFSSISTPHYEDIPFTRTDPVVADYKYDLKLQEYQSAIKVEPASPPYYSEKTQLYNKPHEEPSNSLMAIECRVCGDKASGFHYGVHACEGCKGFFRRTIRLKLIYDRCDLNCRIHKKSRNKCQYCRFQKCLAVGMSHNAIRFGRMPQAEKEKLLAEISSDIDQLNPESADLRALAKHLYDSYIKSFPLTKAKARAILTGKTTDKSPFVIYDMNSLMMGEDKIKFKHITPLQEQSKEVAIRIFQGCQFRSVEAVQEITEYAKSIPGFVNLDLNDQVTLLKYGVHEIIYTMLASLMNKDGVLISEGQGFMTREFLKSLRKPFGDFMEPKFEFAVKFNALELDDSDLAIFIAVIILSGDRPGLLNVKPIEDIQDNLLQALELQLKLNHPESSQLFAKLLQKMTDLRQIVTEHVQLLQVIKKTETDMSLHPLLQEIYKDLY
ROMK mod: modulates human ROMK potassium channel activity; 130,000 compounds, 2% hits; AID 1918; P48048; B-score at 10 µM; Tet-inducible ROMK, thallium flux fluorescence; actives lie on both sides;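 active means signal ratio slope over the read window, or its plate-corrected B-score, at least 3 SD from the plate mean, either direction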;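 further: B-score of the F/F0 ratio slope over 7 to 12 s after thallium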
Target sequence (P48048 whole entry, looked up): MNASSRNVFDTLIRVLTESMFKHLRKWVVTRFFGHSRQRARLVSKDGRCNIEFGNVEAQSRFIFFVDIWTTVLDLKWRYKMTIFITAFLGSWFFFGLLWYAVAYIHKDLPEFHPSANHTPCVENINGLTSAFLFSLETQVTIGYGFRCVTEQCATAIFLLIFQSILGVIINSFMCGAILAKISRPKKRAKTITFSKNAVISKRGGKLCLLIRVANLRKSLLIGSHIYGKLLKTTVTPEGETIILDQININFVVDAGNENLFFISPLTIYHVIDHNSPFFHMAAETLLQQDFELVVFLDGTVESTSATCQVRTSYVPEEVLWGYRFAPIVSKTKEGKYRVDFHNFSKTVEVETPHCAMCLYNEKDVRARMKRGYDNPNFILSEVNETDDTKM
Lmaj promast: Leishmania major promastigote growth inhibition. Leishmania major promastigotes, resazurin fluorescence viability. 200,000 compounds, 9% hits. inhibition, % at 10 µM; in the data active means inhibition above about 50%;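 further: promastigotes grown with compound for 44 hours at 28 °C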
bIAP act: increases bovine intestinal alkaline phosphatase activity | 200,000 compounds, 0.17% hits | activation factor at 20 µM | AID 1016 | purified bovine IAP, CDP-star luminescence, 30 min; hits give high values; fold of DMSO-control signal, blank-subtracted;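 active means activation factor of 2 or more at 20 µM, a signal rise over negative controls twice the positive control's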
PPARg SRC-3 ag: agonists of human PPARgamma SRC-3 coactivator recruitment. P37231. biochemical PPARgamma/SRC-3 coactivator recruitment assay. activation, % at 8 µM. 200,000 compounds, 0.26% hits. AID 731; in the data active means activation above about 23%;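 further: 0% = DMSO and 100% = reference agonist; some compounds past the cut are filed as inactive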
TR-FRET SRC-2 ct: TR-FRET artefact, counter-screen to PPARgamma/SRC-2 agonist assay; hits give high values; TR-FRET ratio at 8 µM; 200,000 compounds, 0.4% hits; in the data active means TR-FRET ratio above about 2000; further: inactives centre near 1500; reference of the scale not given here
S1P3 antagonist: antagonists of human S1P3 receptor; Q99500; CHO S1P3 NFAT-BLA reporter, FRET fluorescence, antagonist mode; inhibition, % at 4.98 µM; 170,000 compounds, 0.27% hits; AID 485;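 active means inhibition above the plate cutoff, the mean inhibition of test wells on that plate plus 3 SD, cut at about 28% in these data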;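 further: cells challenged with S1P at its EC80 of 0.8 µM; blue over green emission ratio from cleaved BLA substrate after 4 h stimulation; 0% = S1P-stimulated wells and 100% = unstimulated DMSO-only wells; some compounds past the cut are filed as inactive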
PPARg SRC1 recr: promotes SRC-1 coactivator recruitment by human PPARgamma; P37231; PPARgamma-SRC-1 coactivator recruitment biochemical assay; activation, % at 8 µM; 200,000 compounds, 0.41% hits; AID 631; in the data active means activation above about 19%;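 further: 0% = DMSO and 100% = reference agonist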
The depositor's hits bear a star; . = not tested or not shown. The order is random. Share with any hit: about 11%.

Structure	Redox H2O2 prof	TLR4 MyD88 comp	bIAP inh	PPARg SRC2 recr	ROMK mod	Lmaj promast	bIAP act	PPARg SRC-3 ag	TR-FRET SRC-2 ct	S1P3 antagonist	PPARg SRC1 recr
Cc1ccc(C2=NN(C(=O)CCCC(=O)O)C(c3ccco3)C2)cc1 (stereo not given)	-0.8	12	-7	-3	-0.24	-6	1.1	1	1441	-9	-1
c1ccc2c(c1)ncn2-c1ccc(-c2ccnc3ncnn23)cc1	-2.0	-5	-7	0	-0.64	5	1.1	-3	1756	5	1
Cc1onc(-c2ccccc2)c1C(=O)N/N=C(\N)COc1ccc(Cl)cc1	1.6	-8	4	-6	.	-4	1	-5	1538	.	-2
CCOc1ncccc1C(=O)OCC(=O)c1ccc(Cl)s1	0.3	5	-1	0	-0.43	-8	1	1	1501	.	-1
CC(=O)NC1=NN(C(C)=O)C(c2ccccn2)S1 (stereo not given)	0.5	2	-6	7	1.7	0	1.1	-1	1548	-12	-4
CCC(C(=O)NCc1ccccc1OC)c1ccccc1 (stereo not given)	-0.2	0	-1	-2	-0.29	-5	1	4	1522	2	11
N#Cc1c(/N=C/c2cc3ccccc3s2)sc2c1CCC2	0.4	-3	13	2	1.1	-7	0.9	-2	1592	.	-2
COc1ccc(Nc2nnc(-c3ccc(C)cc3)c3ccccc23)cc1C(=O)N1CCCCC1	-0.1	0	9	-7	0.23	66*	0.9	-1	1496	4	-2
CN(C)C(=O)COC(=O)c1ccccc1Nc1ccc(SC(F)F)cc1	0.5	9	-1	3	.	-5	1	-2	1524	6	4
CCCNC(=O)c1noc2c1CCc1ccccc1-2	-0.1	-18	2	-2	.	13	1	6	1456	-20	1
Cc1ccc(OCCN2C(=O)OC(C)(C)C2(C)O)cc1 (stereo not given)	0.0	14	7	3	-0.091	9	0.9	-6	1591	-25	8
COc1ccc(/C=N/NC(=O)CNC(=O)c2ccc(S(=O)(=O)N3CCCC3)cc2)c(OC)c1	-0.9	-7	-14	1	.	29	1.1	1	1369	7	3
COc1nnc(-c2ccc(N3CCOCC3)c(NC(=O)C3CCCCC3)c2)c2ccccc12	-8.0	3	-7	-1	0.11	29	1.1	-3	1345	.	1
Cc1cc(C)n(C(=O)c2ccc(S(=O)(=O)N3CCCC3)cc2)n1	0.5	-5	7	-3	.	-5	0.9	-1	1581	-3	0
O=C(CNCCC1=CCCCC1)Nc1ccccc1N1CCCCC1	0.1	-4	-20	10	.	97*	1.2	7	1656	-7	5
Cc1ccc(C(=O)N2CCN(c3ccc(NC(=O)CSc4ccc(Cl)cc4)cc3)CC2)cc1	0.2	6	4	7	-0.21	-8	1	-1	1599	4	-4
CCCn1c(SCCc2ccccc2)nc2c1c(=O)[nH]c(=O)n2C	-2.3	3	8	7	.	-2	0.9	-6	1544	-12	0
O=C(Nc1nnc(C2CC2)s1)c1cc(S(=O)(=O)N2CCN(c3ccccc3)CC2)ccc1Cl	2.2	-5	-1	3	.	-11	1	7	1547	.	1
COc1ccc(C(=O)N(CC2CCCO2)C(C(=O)NC2CCCC2)c2ccc(Cl)cc2)cc1OC (stereo not given)	1.5	14	-4	4	.	-4	1	-1	1494	.	-6
O=C(O)c1ccc(F)c(S(=O)(=O)Nc2ccccc2Cl)c1	-1.0	-27	4	6	.	-5	1	6	1623	-11	2
CCCCCC(=O)Nc1ccc2ccccc2c1	-0.8	-9	8	3	-0.052	16	0.9	-2	1573	9	-1
Cc1csc(C(C#N)C(=O)c2cc3ccccc3o2)n1 (stereo not given)	1.3	6	6	-4	.	0	0.9	9	1732	.	-5
O=C(OCc1nnc(-c2ccccc2)o1)c1cc(=O)c2ccccc2o1	3.5	14	-2	7	.	-10	1	5	1505	-8	6
O=C(NCCCN1CCOCC1)c1ccccc1-c1ccccc1	-0.1	-5	4	5	.	3	1	1	1555	-16	-3
COc1ccc2sc(SCCCS(=O)(=O)O)[n+](CCCS(=O)(=O)[O-])c2c1	0.4	3	4	10	.	-4	1	-2	1571	-7	3
O=C1SC(SC(=Nc2ccccc2)Nc2ccccc2)C(=O)N1c1ccccc1 (stereo not given)	-0.3	5	10	3	1.8	4	0.9	1	1436	-9	-1
Cc1ccc(C(=O)/C=C/Nc2ccc3c(c2)OCO3)cc1	1.3	6	41	6	.	-4	0.6	2	1615	.	5
Cc1nc2ccccc2n1CC(O)COc1ccc(Br)cc1 (stereo not given)	0.0	15	0	4	.	7	1	1	1533	5	3
Cc1cc(C(=O)OCC(=O)Nc2cc(S(=O)(=O)N3CCOCC3)ccc2Cl)c(C)o1	0.0	11	4	3	-0.71	30	1	7	1496	.	6
CCOc1ncccc1C(=O)Nc1cccc(-c2nnc3n2CCCCC3)c1	0.2	10	-5	8	0.37	5	1	2	1641	3	2
CCCCC(=O)Nc1ccc(C(=O)Nc2cc(C(F)(F)F)ccc2Cl)cc1	0.3	-6	-21	8	0.0041	-1	1.2	2	1744	-22	4
CCc1ccc(OCc2nnc(NC(=O)c3cccs3)s2)cc1	1.3	-7	14	7	.	-7	0.9	-2	1472	.	5
COc1cc(Cl)ccc1NC(=S)N(CCN1CCOCC1)C1CCN(C(C)=O)CC1	-2.9	5	-3	1	1.1	1	1	-3	1506	-9	4
C/C(=N\NC(=O)Cc1cccc2ccccc12)c1ccncc1	-0.4	3	-9	4	0.0037	2	1.1	1	1623	5	0
O=C(COC(=O)c1ccccc1C(=O)N1CCN(c2ccccc2)CC1)NCc1ccccc1	0.1	8	3	-5	-1.7	-2	1	0	1535	-3	-2
COc1ccc(N(C(=O)Cn2nnc3ccccc32)C2(C(=O)NC3CCCC3)CCCCC2)cc1	1.2	-8	-6	0	.	8	1.1	9	1653	.	5
CC(C)(C)n1nnnc1C(c1cccnc1)N1CCN(c2cccc(C(F)(F)F)c2)CC1 (stereo not given)	0.2	-2	6	7	.	95*	0.9	17	1535	.	8
O=C(CN1CCN(Cc2ccccc2Cl)C1=O)NC1CCCCCC1	0.0	1	-4	-5	-0.93	4	1	-6	1403	.	-2
C[n+]1cc[nH]c1SCC(=O)c1ccccc1	0.3	9	3	-3	0.72	7	1	-14	1312	.	-3
Cc1cc2ncc(S(=O)(=O)C(C)(C)C)c(N)n2n1	-1.7	-5	-10	4	1	-2	1.1	1	1690	7	5

A different layout for part of the listing above.
Screens in order: Redox H2O2 prof, TLR4 MyD88 comp, bIAP inh, PPARg SRC2 recr, ROMK mod, Lmaj promast, bIAP act, PPARg SRC-3 ag, TR-FRET SRC-2 ct, S1P3 antagonist, PPARg SRC1 recr
C/C(=N\NC(=O)Cc1cccc2ccccc12)c1ccncc1
 : -0.4, 3, -9, 4, 0.0037, 2, 1.1, 1, 1623, 5, 0
O=C(COC(=O)c1ccccc1C(=O)N1CCN(c2ccccc2)CC1)NCc1ccccc1
 : 0.1, 8, 3, -5, -1.7, -2, 1, 0, 1535, -3, -2
COc1ccc(N(C(=O)Cn2nnc3ccccc32)C2(C(=O)NC3CCCC3)CCCCC2)cc1
 : 1.2, -8, -6, 0, ., 8, 1.1, 9, 1653, ., 5
CC(C)(C)n1nnnc1C(c1cccnc1)N1CCN(c2cccc(C(F)(F)F)c2)CC1 (stereo not given)
 : 0.2, -2, 6, 7, ., 95*, 0.9, 17, 1535, ., 8
O=C(CN1CCN(Cc2ccccc2Cl)C1=O)NC1CCCCCC1
 : 0.0, 1, -4, -5, -0.93, 4, 1, -6, 1403, ., -2
C[n+]1cc[nH]c1SCC(=O)c1ccccc1
 : 0.3, 9, 3, -3, 0.72, 7, 1, -14, 1312, ., -3
Cc1cc2ncc(S(=O)(=O)C(C)(C)C)c(N)n2n1
 : -1.7, -5, -10, 4, 1, -2, 1.1, 1, 1690, 7, 5

Continuation:
Structure	Redox H2O2 prof	TLR4 MyD88 comp	bIAP inh	PPARg SRC2 recr	ROMK mod	Lmaj promast	bIAP act	PPARg SRC-3 ag	TR-FRET SRC-2 ct	S1P3 antagonist	PPARg SRC1 recr
O=C1CN(C(=O)/C=C/c2ccccc2F)c2ccccc2N1	-2.8	8	-3	-4	0.62	-9	1	-5	1575	-21	-8
COc1ccc2c(COC(=O)CCS(=O)(=O)c3ccccc3)cc(=O)oc2c1	-0.2	2	-17	-4	-0.29	-8	1.2	2	1642	1	4
CC(C)CNC(=O)CN(C)S(=O)(=O)c1ccc(F)cc1	-0.7	-6	20	0	-0.48	-4	0.8	1	1559	9	10
COc1ccc(C(=O)OCCCN(C)C)cc1OC	0.2	-8	9	-6	1.3	58*	0.9	3	1385	-8	-5
Cc1ccccc1OCC(=O)NC(=S)Nc1ccc(N2CCCC2)cc1	-1.1	4	3	7	-0.74	-4	1	-5	1540	-8	10
CC(CN1CCOCC1)OC(=O)c1ccc2c(c1)OCCO2 (stereo not given)	1.5	1	-3	-3	.	11	1	0	1547	9	2
CC(C)NC(=O)c1c2c(nc3ccccc13)CCCC2	0.7	-2	9	2	0.07	-3	0.9	-7	1475	.	2
COc1ccc(C(=O)C2CCCN(C(=O)c3ccc4cc[nH]c4c3)C2)c(C)c1 (stereo not given)	-1.3	-6	-2	2	0.033	0	1	4	1756	-11	3
CCOC(=O)c1sc(NC(=O)c2ccncc2)c(C#N)c1C	-0.1	-15	-1	3	-1.9	-9	1	2	1644	-9	4
